# Screening results: PubChem BioAssay, Sanford-Burnham Center for Chemical Genomics
# 697 NFkB inh: lowers PMA/ionomycin-induced NF-kB signal in 697 B cells; 697 B-cell NF-kB luciferase reporter, 16 h; inhibition, % at 4 µM; 330,000 tested, 0.33% active; in the data active means inhibition above about 35%
# Jurkat NFkB inh: lowers PMA/ionomycin-induced NF-kB signal in Jurkat cells. PMA/ionomycin-induced NF-kB luciferase reporter, luminescence. 330,000 tested, 0.53% active. inhibition, % at 4 µM. AID 435003; in the data active means inhibition above about 50%
# XBP1 UPR activ: activators of adaptive arm of unfolded protein response (XBP1). CHO-XBP1 luciferase reporter, IRE1-XBP1 UPR activation, luminescence; percent of tunicamycin response, DMSO as zero. activation, % at 20 µM. 330,000 tested, 0.33% active. AID 463104;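 active means versus positive control, 20 µM dose yields 30% or more activation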;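 further: 100% = tunicamycin at 10 µg/mL and 0% = DMSO only wells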
#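 Material: CHO cell line with stable XBP1 luciferase reporter; buffer or medium: F12 medium containing 10% fetal bovine serum; compound: single point, 20 µM final compound, 1% DMSO; incubation: 6 h treatment, 37 °C; measured by: glow luminescence from Steady-Glo reagent; evaluation: activation, % of tunicamycin; control set: tunicamycin high, DMSO low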
# APJ antag: antagonists of human APJ apelin receptor. CHO-K1 APJ beta-arrestin complementation, luminescence. inhibition, % at 20 µM. 330,000 tested, 0.32% active;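 active means inhibition above about 40% at 20 µM, limit read from the data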;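 further: cells challenged with 10 nM apelin-13 agonist together with compound; plate controls were apelin-13 plus DMSO wells for no effect and DMSO wells lacking apelin-13 for full effect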
# Target sequence (P35414 whole entry, looked up): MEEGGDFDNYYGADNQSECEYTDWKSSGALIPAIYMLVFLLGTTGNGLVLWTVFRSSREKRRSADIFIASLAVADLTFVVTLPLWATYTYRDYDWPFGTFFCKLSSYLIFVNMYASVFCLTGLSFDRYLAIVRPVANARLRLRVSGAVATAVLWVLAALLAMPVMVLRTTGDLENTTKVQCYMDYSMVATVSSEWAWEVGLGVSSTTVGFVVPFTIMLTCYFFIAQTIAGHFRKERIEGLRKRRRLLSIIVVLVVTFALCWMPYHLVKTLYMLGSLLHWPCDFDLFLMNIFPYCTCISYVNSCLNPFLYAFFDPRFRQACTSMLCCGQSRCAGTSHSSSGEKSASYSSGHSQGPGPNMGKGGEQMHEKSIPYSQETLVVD
# tim23-1 inh: growth inhibitors of tim23-1 mutant yeast. S. cerevisiae tim23-1 growth, BacTiter-Glo luminescence, 24 h. 330,000 tested, 1.3% active. inhibition, % at 20 µM;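 active means growth inhibition of the mutant yeast at or above 50%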;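 further: temperature-sensitive mutant grown at 25 °C; plate controls were DMSO-treated mutant yeast for no effect and medium wells lacking yeast for full effect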
# APJ ag: activates the human apelin receptor APJ. P35414. CHO-K1 APJ PathHunter beta-arrestin, luminescence; 0% DMSO wells, 100% apelin. activation, % at 20 µM. 330,000 tested, 0.11% active. AID 2520;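 active means activation more than six SD over the plate average, tested at 20 µM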;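 further: 0% = DMSO alone and 100% = apelin-13 at 10 nM; some results filed as inactive read as strong as hits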
#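 Assay system: CHO-K1 APJ beta-arrestin complementation cell line / Compound: single test compound dose, 20 µM final, 1% DMSO / Times: overnight seeding, 90 min compound at 25 °C, 1 h detection / Technique: beta-gal luminescence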
# Mdm2 MdmX PPI: disrupts the human Mdm2-MdmX interaction | O15151+Q00987 | SaOS-2 split-luciferase Mdm2/MdmX complementation, luminescence | inhibition, % at 8 µM | 330,000 tested, 3% active | AID 485346;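 active means inhibition of at least 50% at 8 µM in the primary screen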
# CHOP UPR activ: activators of apoptotic arm of unfolded protein response (CHOP); 330,000 tested, 0.34% active; activation, % at 10 µM; CHO-CHOP luciferase reporter, UPR activation, luminescence; percent of tunicamycin response over DMSO baseline;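 active means at 10 µM dose, activation of 40% or more, normalized to positive control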;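 further: 100% = tunicamycin at 10 µg/mL and 0% = DMSO alone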
#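 assay system = CHO CHOP reporter cells | amount = 500 CHO-CHOP cells per well | buffer or medium = F12 with 10% FBS | incubation = 16-18 h cell attachment, then 6 h compound exposure, 37 °C | detection = luminescence read with Steady-Glo | read-out = percent activation relative to tunicamycin control | controls = tunicamycin high control, DMSO low control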
# Numbers without * were called inactive.
SMILES,697 NFkB inh,Jurkat NFkB inh,XBP1 UPR activ,APJ antag,tim23-1 inh,APJ ag,Mdm2 MdmX PPI,CHOP UPR activ
COc1ccc(S(=O)(=O)N2CCNC(=O)C2)cc1Br,19,11,-1,15,-5,-2,16,-1.1
O=C(C1CCN(S(=O)(=O)c2cccc3nsnc23)CC1)N1CCCCC1,11,-4,-6,13,10,-2,4,0.4
CCOc1ccc(CN(CCO)CCO)cc1[N+](=O)[O-],-12,6,-3,8,16,-3,26,-2.5
CCCCC(O)(CCCC)C(=O)NN(C(=O)c1cccnc1Cl)c1ccccc1,8,4,-2,6,8,-4,10,-1.5
COc1ncnc2sc(-c3ccccc3)cc12,-112,-77,9,11,25,-3,-25,4.8
CCOC(=O)C1CCCN(C(=O)c2ccccc2NS(=O)(=O)c2ccc(F)cc2)C1 (stereo not drawn),4,0,0,7,22,-6,-17,-0.6
COc1ccc(N2CC(C(=O)N[C@H](C(=O)NC(C)c3ccccc3)C(C)C)CC2=O)cc1 (stereo partly drawn),-1,7,-4,22,11,-2,-11,17
COc1ccc(OC)c(CN2CCN(S(=O)(=O)c3ccccc3)CC2)c1,-34,-19,-2,5,34,-1,-5,0.5
COC(=O)c1ccccc1NC(=S)NC(=O)C1CC1,8,-9,3,18,16,-4,10,-1.1
CC(=O)N1CCN(c2ccc(NC(=O)c3ccc4c(c3)OCO4)cc2)CC1,5,-12,0,-2,-3,-2,5,1.0
CN1CCN(CCCNC(=O)c2ccc3c(c2)N(Cc2ccccc2)CCS3)CC1,-22,-2,3,7,8,-6,32,-1.5
Cn1c(NC(=O)Cc2cccs2)cc(=O)n(C)c1=O,9,12,2,8,7,-3,-3,1.8
Cn1cc([N+](=O)[O-])cc1-c1nc2ccccc2n1C,6,7,-2,16,12,-4,5,-1.5
CSc1nc(-c2ccc(Cl)cc2)nc(N)c1C#N,-16,-19,2,13,5,-2,67*,0.6
COc1ccc2[nH]c(C(=O)N/N=C/c3ccc(OC)c(O)c3)cc2c1,-20,40,13,-8,4,-2,56*,5.2
CCc1ccc(CNC(=O)c2ccc(NC(=O)C3=CSCCO3)cc2)cc1,0,-6,3,-2,29,9,16,2.7
O=C(CNS(=O)(=O)c1ccccc1)N/N=C\c1ccc(Cl)cc1,20,2,3,7,5,-3,13,1.4
Cc1ccc(-c2nnc(N3CCC(C)CC3)c3ccccc23)cc1C,6,6,7,-1,48,-2,45,2.0
CC(=O)c1ccc(NC(=O)CSc2nc3[nH]ncc3c(=O)[nH]2)cc1,22,7,0,7,-24,-9,24,0.3
COC(=O)C1=C(C(=O)OC)SC(=C2C(=S)C(C)(C)N(C(=O)CC(C)C)c3ccccc32)S1,10,21,-1,37,28,-1,7,8.9
COc1ccccc1NC(=O)C(=O)NCc1ccncc1,11,9,2,10,-4,-1,7,-1.6
CCOc1ccc(CN2CCN(CCCc3ccccc3)C(CCO)C2)cc1 (stereo not drawn),-22,-4,-6,-15,2,-4,14,-2.9
O=C(NCCSCc1ccco1)c1ccc(CN2CCOCC2)cc1,-14,-21,0,-8,-9,-7,-2,-0.2
COc1ccc(/C=C/C(=O)O)cc1S(=O)(=O)N1CCC(Cc2ccccc2)CC1,14,-3,-4,22,8,-4,-1,1.8
COC(=O)CN1C(=S)N(C)C(=O)/C1=C/c1cccs1,-40,-2,1,6,10,-5,-20,1.2
COc1ccc(OCCCC(=O)Nc2nnc(C3CCCO3)s2)cc1 (stereo not drawn),5,4,-3,6,21,2,2,-1.7
Cc1cc(=O)oc(C)c1C(=O)Nc1cccnc1Cl,14,15,-2,13,7,-4,22,-1.8
C=CCc1ccccc1OCC(O)CN(CC)CC (stereo not drawn),20,13,-1,3,-3,-5,17,0.0
CC(=O)Nc1ccc(S(=O)(=O)NCc2cccnc2)cc1,2,1,-2,16,2,3,15,-1.2
CCOc1cc(C(=O)OC(C)C(=O)Nc2ccc(S(N)(=O)=O)cc2)ccc1OCC(=O)N1CCOCC1 (stereo not drawn),11,7,-1,10,15,4,-26,-1.0

# At a glance, some entries already given:
SMILES,697 NFkB inh,Jurkat NFkB inh,XBP1 UPR activ,APJ antag,tim23-1 inh,APJ ag,Mdm2 MdmX PPI,CHOP UPR activ
C=CCc1ccccc1OCC(O)CN(CC)CC (stereo not drawn),20,13,-1,3,-3,-5,17,0.0
CC(=O)Nc1ccc(S(=O)(=O)NCc2cccnc2)cc1,2,1,-2,16,2,3,15,-1.2
CCOc1cc(C(=O)OC(C)C(=O)Nc2ccc(S(N)(=O)=O)cc2)ccc1OCC(=O)N1CCOCC1 (stereo not drawn),11,7,-1,10,15,4,-26,-1.0

# Next part.
SMILES,697 NFkB inh,Jurkat NFkB inh,XBP1 UPR activ,APJ antag,tim23-1 inh,APJ ag,Mdm2 MdmX PPI,CHOP UPR activ
CCC1=NN2C(=N)/C(=C/c3ccc(OS(=O)(=O)c4ccccc4)c(OC)c3)C(=O)N=C2S1,22,6,-4,22,15,-3,19,2.2
CCN(CC)S(=O)(=O)c1cc(NC(=O)[C@@H](NC(N)=O)C(C)C)ccc1C,-11,-4,-2,-2,-2,-2,-16,0.0
CC(C)CNC(=O)C1CCN(c2ccc(S(=O)(=O)N3CCOCC3)cc2)CC1,11,10,-1,21,-6,0,-24,0.2
O=C(NNC(=O)C1CC=CCC1)c1ccccc1O (stereo not drawn),-13,11,-3,8,21,-1,-1,5.2
COC(=O)C(NC(=O)CN1C(=O)c2ccccc2C1=O)c1ccc(O)c(OC)c1 (stereo not drawn),-1,-4,-6,-28,-6,-1,14,-2.2
COC(=O)C1(CCSC)NC(c2ccccc2F)C2C(=O)N(c3ccc4c(c3)OCCO4)C(=O)C21 (stereo not drawn),-13,3,-1,12,20,-3,8,-1.3
Cc1ccc(/S(C)=N/S(=O)(=O)c2ccc(C)cc2)cc1 (stereo not drawn),-1,4,0,5,11,3,-25,-2.7
Cn1ccnc1C(=O)c1cc(SCC(=O)NC2CC2)nc2ccccc12,13,0,3,-5,8,-1,13,2.2
O=C(N/N=C/c1ccoc1)c1ccc(Cl)cc1Cl,-6,3,-4,2,8,9,-4,3.2
CC(OC(=O)Cn1c(C(F)(F)F)nc2ccccc21)C(=O)N1CCCc2ccccc21 (stereo not drawn),3,-7,-7,-8,19,-2,11,-1.3
CCCCc1cn(C[C@H]2CC[C@@H]([C@@H]3CC[C@H](Cn4cc(CCCC)nn4)O3)O2)nn1,4,-15,-1,8,13,-2,2,-0.3
Cc1cccc2cc(C#N)c(NCc3ccccc3)nc12,-5,3,5,-11,37,0,8,-0.3
O=C1NC2(CCCCC2)NN1c1ccccc1,22,3,-7,-20,9,-3,-10,-0.6
Cc1ccc(CCC(=O)Nc2nccs2)o1,-27,-8,2,5,8,3,9,0.9
Cc1cc(NC(=O)C2CC2)ncc1NC(=O)c1ccccn1,-11,-22,2,7,26,-2,-26,4.2
CCNc1nc(-c2ccc(Cl)cc2)cs1,-162,-132,-3,3,30,1,-127,4.2
CC[C@@]1(C(=O)OC)N[C@H](CN(C)C(=O)NC(C)C)[C@@H]2C(=O)N(Cc3ccccc3)C(=O)[C@@H]21,-2,-8,-1,3,-20,-3,18,-1.3
CCN(CC)C(=O)c1[nH]cnc1C(=O)N[C@@H](CCCCNC(=O)OC(C)(C)C)C(=O)OC(C)(C)C,-17,-5,0,1,-7,-3,-5,-1.2
COCCNC(=O)COc1coc(CN2CCN(Cc3ccccc3)CC2)cc1=O,16,11,-2,12,-16,0,-20,3.8
COc1ccc2oc(-c3ccc(C)c(NC(=O)c4ccc(N5CCOCC5)c([N+](=O)[O-])c4)c3)nc2c1,-94,-127,119*,12,-27,-1,-45,8.2
COc1cc(/C=N/NC(=O)c2ccc3nc[nH]c3c2)cc(OC)c1OC,14,3,-2,4,-9,-6,0,-1.3
Cn1c(SCC(=O)Nc2ccc3c(c2)oc2ccccc23)nnc1-c1ccccc1,-91,-27,-2,14,5,1,29,0.3
COc1cc2c(cc1OC)C(C(=O)NCCN1CCOCC1)C1c3ccccc3CCN1C2=O (stereo not drawn),1,-6,-2,-1,9,-4,4,0.8
Cc1cc(S(=O)(=O)N2CCCCC2)c(C)s1,5,-1,-4,5,-6,-1,32,-2.0
Cc1cccc(-c2nc3ccccc3c(=O)n2NC(=O)c2cccnc2Cl)c1,3,5,-1,-10,16,-4,12,0.1
CCOc1cc(Cl)c(NC(C)=O)cc1OCC,-28,14,1,-16,15,0,-7,3.7
CCCN=C1N/C(=C\c2ccco2)C(=O)N1c1ccccc1,-5,-1,0,9,17,-1,5,-1.2
CCN1CCN(C(=O)c2ccc(Sc3ccccc3Cl)c([N+](=O)[O-])c2)CC1,-5,13,-2,-4,6,0,-7,1.6
COc1cccc(C(=O)Nc2ccc(S(=O)(=O)Nc3nccc(C)n3)cc2)c1,7,13,-2,0,-5,-4,11,-1.5
Cc1ccc(-c2nc3ccc(C(=O)O)cc3nc2-c2ccc(C)cc2)cc1,28,9,1,17,30,-5,9,2.0
COCCOC(=O)c1[nH]c2c(c1C)C(=O)CC(c1ccc(F)cc1)C2 (stereo not drawn),-6,46,-3,-7,18,-2,33,-0.2
Cc1ccc2nc(-c3ccc(SCC(=O)Nc4cc(C)on4)nc3)[nH]c2c1,-13,-82,-1,-22,19,4,-91,5.5
O=C(C1=C[C@@H](c2ccc(C(F)(F)F)cc2)C[C@@H](OCc2ccc(CO)cc2)O1)N1CCN(Cc2ccccc2)CC1,13,13,-3,-4,-17,11,22,5.6
Cc1cc(C)n(CC(=O)NNC(=O)COc2ccc(F)cc2Br)n1,11,-13,1,-4,0,-5,3,-0.9
OC1(c2cccnc2)CCN(Cc2nnnn2Cc2ccccc2)CC1,9,2,-1,-2,2,-1,-8,2.8
CCc1c(C)c2cc(Cl)c(O)c(CN3CCCC3)c2oc1=O,3,8,-3,10,12,-2,3,-1.0
Cc1ccc(N(CC(=O)NCCc2ccccc2)S(=O)(=O)c2c(C)noc2C)cc1,-7,8,2,-3,26,-2,2,-0.7
CCOC(=O)c1sc(NC(=O)c2ccc(CC)s2)nc1C,-110,-93,3,14,-10,-4,-93,3.1
Cc1c(C(C)C[C@H](C)O)oc(=O)c2c1Oc1c(C)c(C(C)C[C@H](C)O)oc(=O)c1C2 (stereo partly drawn),6,4,-1,3,1,-2,2,1.7
COC(=O)c1cc(S(=O)(=O)N2CCN(c3ccc(C(C)=O)cc3)CC2)c[nH]1,-11,9,-6,17,-14,4,12,-1.2
O=C(NCCCl)C1Cc2c(ccc3ccccc23)O1 (stereo not drawn),11,2,-1,7,9,-3,21,-0.5
Cc1cc(C)n2nc(-c3cccnc3)nc2n1,23,2,0,2,6,-2,30,-2.6
NC(=O)C1CCN(C(=O)NC2CC(=O)N(c3ccc4c(c3)OCCO4)C2)CC1 (stereo not drawn),0,-13,3,-3,-8,0,1,-0.6
COc1ccc(CNC(=O)CCn2c(C)csc2=O)cc1,7,-3,-2,6,-20,-4,1,-0.7
COc1cc(NC2c3ccccc3C(=O)N2c2cc(C)ccn2)cc(OC)c1OC (stereo not drawn),-27,-29,-1,-12,23,1,0,-1.2
COc1ccc(CC(=O)NCCc2ccc(S(N)(=O)=O)cc2)cc1,-7,-4,1,3,8,1,-6,-0.4
